KDM5B inh – inhibitors of human KDM5B histone demethylase; Q9UGL1; KDM5B demethylase, FDH-coupled NADH fluorescence (FDH is formaldehyde dehydrogenase); Potency, µM (doses to about 57.7 µM), inactives show at the top dose activity change, negative = inhibition, actives largely listed as inhibitors; 220,000 compounds, 2.6% hits; active = well fitted inhibition curve with a large enough effect; inconclusive = small, poorly fitted or top-dose-only effect; inactive = no such curve, though single readings can be large or run the other way; also: 0% is about no effect; nearly all actives have a fitted effect of over 70% in size
Target sequence (Q9UGL1 whole entry, looked up): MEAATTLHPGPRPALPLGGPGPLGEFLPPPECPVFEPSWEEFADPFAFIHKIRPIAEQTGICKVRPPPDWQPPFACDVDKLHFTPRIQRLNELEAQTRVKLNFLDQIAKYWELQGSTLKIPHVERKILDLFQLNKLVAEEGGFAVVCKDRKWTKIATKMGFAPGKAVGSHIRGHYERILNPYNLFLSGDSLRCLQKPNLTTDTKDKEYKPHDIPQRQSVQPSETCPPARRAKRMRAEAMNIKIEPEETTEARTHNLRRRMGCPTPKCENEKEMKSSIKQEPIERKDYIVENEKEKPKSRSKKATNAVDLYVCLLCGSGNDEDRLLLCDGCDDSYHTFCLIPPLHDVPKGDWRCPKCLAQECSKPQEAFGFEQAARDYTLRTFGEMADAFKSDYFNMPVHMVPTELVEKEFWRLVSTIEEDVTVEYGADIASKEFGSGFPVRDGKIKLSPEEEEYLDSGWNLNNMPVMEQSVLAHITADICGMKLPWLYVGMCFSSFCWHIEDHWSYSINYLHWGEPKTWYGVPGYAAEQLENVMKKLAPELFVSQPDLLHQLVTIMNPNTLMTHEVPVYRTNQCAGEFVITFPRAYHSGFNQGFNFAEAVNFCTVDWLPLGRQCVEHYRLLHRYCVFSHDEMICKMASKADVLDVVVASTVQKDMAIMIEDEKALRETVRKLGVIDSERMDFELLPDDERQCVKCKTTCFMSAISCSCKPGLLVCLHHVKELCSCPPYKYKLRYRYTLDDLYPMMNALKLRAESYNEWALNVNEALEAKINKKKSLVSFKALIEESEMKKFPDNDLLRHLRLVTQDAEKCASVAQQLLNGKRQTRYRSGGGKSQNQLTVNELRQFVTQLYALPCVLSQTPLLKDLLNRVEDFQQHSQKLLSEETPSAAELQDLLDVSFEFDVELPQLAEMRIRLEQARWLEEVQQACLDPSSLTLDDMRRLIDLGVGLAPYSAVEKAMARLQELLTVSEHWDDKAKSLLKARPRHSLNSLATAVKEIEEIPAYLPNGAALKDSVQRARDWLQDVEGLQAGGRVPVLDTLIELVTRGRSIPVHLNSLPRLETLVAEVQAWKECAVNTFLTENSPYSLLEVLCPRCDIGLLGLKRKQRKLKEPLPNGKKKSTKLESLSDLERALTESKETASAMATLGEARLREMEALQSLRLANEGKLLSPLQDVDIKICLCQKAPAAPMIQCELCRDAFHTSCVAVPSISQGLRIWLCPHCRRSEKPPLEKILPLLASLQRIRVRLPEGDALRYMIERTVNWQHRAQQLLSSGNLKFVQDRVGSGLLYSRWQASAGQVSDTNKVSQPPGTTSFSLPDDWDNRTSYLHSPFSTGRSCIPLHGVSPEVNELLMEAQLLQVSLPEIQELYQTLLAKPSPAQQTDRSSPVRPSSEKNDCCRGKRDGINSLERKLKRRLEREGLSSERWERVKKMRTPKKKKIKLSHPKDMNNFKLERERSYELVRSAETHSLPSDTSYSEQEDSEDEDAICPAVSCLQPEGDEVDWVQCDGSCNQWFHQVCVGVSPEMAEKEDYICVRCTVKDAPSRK
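Here, H3K4me3 peptide (12.5 µM in substrate mix) is demethylated by KDM5BΔAP, 200 nM final, after 10 min compound exposure. Formaldehyde product is coupled through FDH (0.25 U/mL in mix) to NADH fluorescence; 30-min ΔRFU feeds dose-response curves.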
Active calls of the source: *; ? = inconclusive; [ ] = dose if it differs, or a comment. Potency is read from the fitted curve at half-maximal effect.

KDM5B inh	compound
10.5%	Cc1cc(C)n(C(C)CC(=O)NCc2ccccc2C)n1 (stereo not given)
13.9%	CCc1cccc(NC(=O)CCn2nc(C)cc2C)c1
35.5µM*	Cc1cc2c(-c3ccccc3O)nc(-c3c(C)noc3C)cc2[nH]1
14.3%	Cc1noc(C)c1CNC(=O)c1cc2c(s1)CCN(C(=O)c1ccc(Cl)cc1)C2
-25.4%[86.2 µM]	COc1cccc(NCc2nc3c(n2Cc2ccccc2)C(=O)N(CC2CC2)CCN3)c1
?	CCNC(=O)O[C@@H]1CO[C@H]2[C@@H]1OC[C@@H]2NC(=S)Nc1cccc2ccccc12
13.9%	CC1CCN(C(=O)c2ccccc2OCC2CCCN(C(C)C)C2)CC1 (stereo not given)
-8.4%	COc1ccccc1NC(=O)Cn1c(-c2ccc(F)cc2)nc(C)c(CCO)c1=O
-15.1%	CCOC(=O)C1(Cc2ccccc2)CCCN(S(=O)(=O)c2ccc(OC)c(OC)c2)C1 (stereo not given)
29.2%	Cc1ccc(C2C(C#N)=C(N)OC3=C2C(=O)CC(C)(C)C3)s1 (stereo not given)
-6.6%	Cc1nc(C2CC2)ncc1C(=O)N(C/C=C/c1ccccc1)C1CC1
34.8%	O=C(c1ccccc1-c1ncn[nH]1)N1CCn2nc(Cc3ccccc3)cc2C1
-1.9%	CCOC(=O)/C(C#N)=C/c1cc(Br)ccc1OCc1c(F)cccc1Cl
-20.0%	CCN(CC)C(=O)C(=O)c1c(-c2ccccc2)n(C)c2ccccc12
-14.6%	Cn1ncc(N2CCC(NC(=O)CCC3CCCC3)CC2)cc1=O
?	COc1ccc(C(=O)NCc2nnc3ccc(-c4ccc(C)c(C)c4)nn23)c(OC)c1
-10.6%	COc1cccc(CNC(=O)c2c(C)oc3nc(C)nc(N4CCOCC4)c23)c1
8.9%	COc1cc(C(=O)Nc2ccc(Cl)cc2)nc2ccc(Cl)cc12
31.6µM*	Cc1ccc(C(=O)N2CCC3(CC2)N=C(c2cccc(Br)c2)NO3)cc1
10.1%	Cc1cc2ccccc2n1CC(=O)N1CCCCCC1
-1.5%[86.2 µM]	NC(=O)c1cccc(-c2ncc3c(n2)OCCN(Cc2ccc(F)cc2F)C3=O)c1
?	Cc1csc(NC(=O)c2nc(C(O)c3ccccc3)oc2C)n1 (stereo not given)
?	Cc1cc(C(=O)NCc2cccnc2N2CCCC(O)C2)c(C)o1 (stereo not given)
8.8%	CCOC(=O)C1=C(CN2CCN(c3ccccn3)CC2)NC(=O)NC1c1cccc(OC)c1OC (stereo not given)
17.2%	Cn1cc(CNC(=O)C[C@@H]2C[C@H]3O[C@H](CNC(=O)Nc4cccc(Cl)c4)[C@@H](O)[C@H]3O2)cn1
-2.5%	COCc1nn2c(=O)c(NC(=O)c3ccc(F)cc3)cnc2s1
-1.0%	O=C(c1cc(-c2csc(Nc3ccccc3C(F)(F)F)n2)c[nH]1)N1CCCC1
2.7%	CCOc1ccc(N2CC(C(=O)Nc3ccccc3N3CCCC3)CC2=O)cc1 (stereo not given)
-9.8%	COc1cc(OC)cc(-c2nc3nc(C)c(CCC(=O)Nc4ccc(C)cc4C)c(C)n3n2)c1
-27.0%	C=CCNC(=O)C(C#N)c1nc2ccccc2nc1N1CCC(C(=O)OCC)CC1 (stereo not given)
22.2%	COC(=O)C1C(c2ccccc2)C=CC(c2ccccc2)C1C(=O)O (stereo not given)
-10.2%	OC1CC(c2cc(N3CCc4c(Cl)cccc4C3)ncn2)C1 (stereo not given)
-3.4%	COc1cccc(CNC(=O)C2CCN(C(=O)c3ncn4c3COC(c3ccc(C)cc3)C4)CC2)c1 (stereo not given)
-11.4%	CC1=C[C@@H](CNC(=O)Nc2cccc(C#N)c2)[C@H](C(C)C)C[C@H]1CC(=O)NCc1ccccn1
10.0%	O=C(CSc1nc(=O)n(Cc2cccnc2)c2c1CCC2)N1CCCC1
-7.9%	CSc1ncc(C(=O)N2CCN(c3cccc(C(F)(F)F)c3)CC2)c(C)n1
?	COc1ccccc1NC(=O)C1=C(C)Nc2c(C(=O)Nc3ccccc3)cnn2C1c1ccccc1F (stereo not given)
22.4%	CC(=O)Nc1ccc(NC(=O)CSc2ccc(-c3sc(C)nc3C)nn2)cc1
18.8%	COCC1CN(C(C)=O)CC12CCN(C(=O)c1cncc(C)c1)CC2 (stereo not given)
-6.3%	Cc1ccc(C(=O)N2CCCC2)cc1S(=O)(=O)N1CCOCC1
-5.4%	O=C(c1cc2cc([N+](=O)[O-])ccc2oc1=O)N1CCN(c2ccccc2F)CC1
10.3%	O=c1oc2ccccc2cc1S(=O)(=O)N1CCc2ccccc2C1
3.6%[149 µM]	COc1ccccc1-c1cc(C(=O)N2CCCC2)nn2cccc12
20.6%	COCCN1C(=O)CS(=O)C12CCN(C(=O)NCCc1ccccc1)CC2 (stereo not given)
-15.8%	Cc1ccc(NC(=O)CN2C(=O)NC(c3ccc(Cl)cc3)C3=C2COC3=O)c(C)c1 (stereo not given)
22.7%	COc1ccc(NC(=O)CSc2ccc(-c3sc(C)nc3C)nn2)cc1OC
16.4%	CSCCC(NC(=O)C1CCC(C)CC1)C(=O)Nc1ccc2c(c1)OCO2 (stereo not given)
-5.2%	C=C(C)CC1Cc2c(Br)cccc2C(CC(=C)C)N1 (stereo not given)
?	COc1ccc2c(c1)CNC2CS(=O)(=O)NCCc1ccccc1 (stereo not given)
?	CCn1c2c(c(=O)n3ncc(C(=O)Nc4cc(Cl)ccc4OC)c13)CN(Cc1ccc(OC)cc1)CC2
?	CCCCCn1c(CCCNC(=O)c2cccc(C)c2)nc2ccccc21
24.1%	CCN(CC(C)C#N)C(=O)C1CCCC1 (stereo not given)
?	Cc1ccc(F)cc1NC(=O)CCSc1nc(-c2ccco2)cc(C(F)(F)F)n1
-2.6%[86.2 µM]	O=C(NCc1c[nH]c2ncccc12)c1cccnc1
-7.0%	CCCCN1C[C@@H](COCc2ccccc2)Oc2cc(F)ccc2S1(=O)=O
-4.0%	O=C(NC1CCc2nnc(C3CC3)n2CC1)c1cnco1 (stereo not given)
-17.1%	CCOC(=O)c1sc(=S)n(-c2cc(C)cc(C)c2)c1N
40.2%[activator]	Cn1cc(NC(=O)CN2CCC(N3CCCC(C(=O)N4CCCC4)C3)CC2)cn1 (stereo not given)
-14.7%	O=C(O)c1ccc(CN2CCC[C@H]2c2nc(-c3ccc(OC4CCCCC4)nc3)no2)cc1
?	COc1ccc2c(c1)CCN=C2C[C@H]1CN(S(=O)(=O)C(C)C)CC[C@H]1CC(=O)O

Reprinted at random: 2 entries already listed
KDM5B inh	compound
-25.4%[86.2 µM]	COc1cccc(NCc2nc3c(n2Cc2ccccc2)C(=O)N(CC2CC2)CCN3)c1
-6.3%	Cc1ccc(C(=O)N2CCCC2)cc1S(=O)(=O)N1CCOCC1

(next part)
KDM5B inh	compound
-16.9%[86.2 µM]	Cc1ccc(S(=O)(=O)N[C@H](C)c2onc(-c3cccnc3)c2C(=O)O)cc1
?	O=C(NCc1ccco1)c1cc(-c2cccnc2)nc2ccc(Cl)cc12
9.6%	COc1cc(C(=O)Nc2ccccc2OCC2CCCO2)cc(OC)c1OC (stereo not given)
-55.4%	COc1ccc(S(=O)(=O)N2CCN(c3cccc(C)c3C)CC2)c2ccccc12
-17.4%	O=C(Nc1ccc(-c2nnc3n2CCCC3)cc1)c1cnccn1
?	O=C(NCCc1ccc(Cl)cc1)c1ccc(Nc2nc3ccccc3n3nnnc23)cc1
24.2%[149 µM]	COc1ccccc1C(=O)N1CCC(N2CCNC2=O)CC1
?	O=C(c1ccc(Nc2nc3ccccc3n3nnnc23)cc1)N1CCN(c2cccc(C(F)(F)F)c2)CC1
6.3%	COc1ccc(-c2ocnc2C(=O)Nc2c(C)cc(C)cc2C)cc1
?	CN1C/C(=C/c2ccncc2)C(=O)/C(=C/c2ccncc2)C1
-12.8%	COc1cccc(CNC(=O)c2ccc3c(c2)nc2n3CCC(C)C2)c1OC (stereo not given)
?	CN(C)CCCN(C(=O)c1ccc2c(c1)OCCO2)c1nc2ccccc2s1
25.1µM*	Cc1ccsc1C(=O)N1CCCC2(C1)Nc1cccnc1NC2=NC1CCCC1 (stereo not given)
10.2%	Cc1ccccc1CSc1nc(-c2cccc(F)c2)nc2c1Cc1c(CO)cnc(C)c1O2
19.0%	COC1C(=O)N(C2CCN(C(=O)NC3CCCCC3)CC2)C12CCOCC2 (stereo not given)

Quoted from the results shown, 6 compounds:
KDM5B inh	compound
-16.9%[86.2 µM]	Cc1ccc(S(=O)(=O)N[C@H](C)c2onc(-c3cccnc3)c2C(=O)O)cc1
?	O=C(NCc1ccco1)c1cc(-c2cccnc2)nc2ccc(Cl)cc12
9.6%	COc1cc(C(=O)Nc2ccccc2OCC2CCCO2)cc(OC)c1OC (stereo not given)
-55.4%	COc1ccc(S(=O)(=O)N2CCN(c3cccc(C)c3C)CC2)c2ccccc12
-17.4%	O=C(Nc1ccc(-c2nnc3n2CCCC3)cc1)c1cnccn1
?	O=C(NCCc1ccc(Cl)cc1)c1ccc(Nc2nc3ccccc3n3nnnc23)cc1

Back to the main list with the two entries that preceded the break.
KDM5B inh	compound
10.2%	Cc1ccccc1CSc1nc(-c2cccc(F)c2)nc2c1Cc1c(CO)cnc(C)c1O2
19.0%	COC1C(=O)N(C2CCN(C(=O)NC3CCCCC3)CC2)C12CCOCC2 (stereo not given)
-5.6%	Cc1ccc2nc(-c3ccc(C)c(NC(=O)c4ccc5c(c4)OCO5)c3)oc2c1
1.5%	N#Cc1nc(C2CC2)oc1N1CCN(C(=O)c2ccccc2)CC1
15.1%	O=C(c1cccs1)N(Cc1ccccc1)Cc1ccccc1
?	Cc1cc(OC(C)C(=O)NCCCN2CCOCC2)c2c(C)cc(=O)oc2c1 (stereo not given)
5.4%	CC1CC(=O)Nc2ccccc2N1C(=O)c1ccccc1 (stereo not given)
13.3%	O=C(Nc1ccncc1)C1CCN(c2nc3ccccc3o2)CC1
-4.4%	CS(=O)(=O)N1C[C@@H]2C[C@H]1C(=O)N(Cc1ccc(OC(F)(F)F)cc1)c1ccccc1O2
11.4%	Cc1cc(C)c(OCC(=O)Nc2ccc(N3CCOCC3)cc2)c(Br)c1
7.9%	CCC(C(=O)Nc1c2c(nn1C(C)(C)C)CS(=O)(=O)C2)c1ccccc1 (stereo not given)
?	CC1=C(C#N)C(c2ccc(C(C)C)cc2)C(C#N)=C(C)N1
-24.1%	COc1cc(OC)nc(N2C[C@H]3OC(=O)N(Cc4ccccc4OC)[C@H]3C2)n1
-19.2%	O=C(CCc1ccco1)NC1CCCC1
18.4%	CC(C)Oc1ccc(CN2CCc3nc(N(C)C)[nH]c(=O)c3CC2)cc1
-8.0%	CC1CCN(C(=O)C[C@@H]2c3nc(NC(=O)CC(C)(C)C)sc3C[C@@H]3[C@](C)(CO)[C@H](O)CC[C@]32C)CC1
3.5%	O=C(c1ccccc1OCC1CCCN(C2CCCCC2)C1)N1CCCC1 (stereo not given)
?	O=C1N(c2ccccc2)c2ccccc2C12CCN([S+](=O)([O-])c1cccs1)C2 (stereo not given)
-11.1%	COc1ccc(Cl)cc1C(=O)N1CCC(c2n[nH]c(=O)n2-c2ccccc2)CC1
-12.3%	COc1ccc(C2(C(=O)N3CCC4(CCC4OC)CC3)CC2)cc1 (stereo not given)
4.5%	O=C(CCC1CCN(c2cc(NC3CC3)ncn2)CC1)NCc1ccc(F)cc1
13.5%	Cc1ccc(C(=O)NC2CC2)cc1S(=O)(=O)N1CCCC1
?	Cc1nn(-c2ccccc2)c(OC(=O)c2ccccc2Cl)c1S(=O)(=O)c1ccccc1
-3.2%	CC(C(=O)Nc1ccc(F)c(F)c1F)N(C)Cc1cccs1 (stereo not given)
-7.2%	N#CC(C(=O)CN1CCCC1)c1ccccc1 (stereo not given)
-26.8%	O=C(Cn1c(=O)n(CCCS(=O)(=O)C2CCCCC2)c(=O)c2ccccc21)Nc1ccc(F)c(Cl)c1
-2.1%	O=C(CN1C(=O)c2ccccc2C1=O)Nc1ccccc1N1CCOCC1
-8.9%	Cc1ccc(C)c(NC(=O)CSc2nc(=O)n(Cc3ccncc3)c3c2CCC3)c1
17.5%	CCCCC1CCC(C(=O)NCc2cccc(NC(=O)C(C)C)c2)CC1 (stereo not given)
-23.4%	CCc1ccc(C(=O)c2cn(CC(=O)Nc3cccc(C)c3C)c3nc(C)ccc3c2=O)cc1
15.2%	COc1ccc(OC)c(N2C(=O)CCC2(C)C(=O)NC2CCCC2)c1 (stereo not given)
6.2%	CC(=O)N1CCOc2cc(S(=O)(=O)NCc3ccccc3Cl)c(Cl)cc21
-3.3%	CCCCn1cnc2c1c(=O)n(CC(=O)Nc1cccc(F)c1)c(=O)n2CC(C)C
32.2%	Cc1cc(C)n(CC(=O)N2C[C@@H](CO)[C@H](c3ccncc3)C2)n1
14.9%	CCCN1CCN(C(=O)C2CCN(S(=O)(=O)c3ccc4c(ccn4CC)c3)CC2)CC1
4.7%	O=C(NCC1CN(C(=O)c2cccc(O)c2)CC12CN(c1ccccc1)C2)Nc1ccccc1 (stereo not given)
14.6%[86.2 µM]	O=C(NC1CCCCC1)O[C@@H]1CO[C@H]2[C@@H]1OC[C@@H]2n1nnnc1Sc1ncccn1
-12.1%	Cc1ccsc1C(=O)N(Cc1ccncc1)C1CC1
27.5%	COc1ccc(C(=O)N2CCOC(CCCC(C)C)C2)cc1OC (stereo not given)
-1.6%	Cc1ccc(NC(=O)N2CCCOCCNC(=O)[C@@H]3CCCC[C@@H]32)cc1C
?	CSc1ccc(-c2nc(CN3CCN(C(=O)N(C)C)CC3)c(C)o2)cc1
-14.8%	COc1ccc(C(=O)N2CCCC3(C2)NC(=O)N(Cc2ccc(C)cc2)C3=O)cc1OC (stereo not given)

Assay outcomes (PubChem)

Some of the compounds tested; the hit share may differ from the screen's.
